FLuc counter: qHTS profiling assay for firefly luciferase inhibitor/activator using purifed enzyme and Km concentrations of substrates (counterscreen for miR-21 project). Luciferin 4-monooxygenase (Photinus pyralis), P08659. purified FLuc, Km substrates, luminescence inhibition. Potency, µM (series often up to 57.5 µM), for the others: top-dose activity change, negative = inhibition, most hits filed as inhibitors. 360,000 compounds, 6.9% hits. AID 588342, 2011;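 note: plate controls were vehicle for no effect and reference inhibitor for full effect; nearly all actives have a fitted effect of over 55% in size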
Target sequence (P08659 whole entry, looked up): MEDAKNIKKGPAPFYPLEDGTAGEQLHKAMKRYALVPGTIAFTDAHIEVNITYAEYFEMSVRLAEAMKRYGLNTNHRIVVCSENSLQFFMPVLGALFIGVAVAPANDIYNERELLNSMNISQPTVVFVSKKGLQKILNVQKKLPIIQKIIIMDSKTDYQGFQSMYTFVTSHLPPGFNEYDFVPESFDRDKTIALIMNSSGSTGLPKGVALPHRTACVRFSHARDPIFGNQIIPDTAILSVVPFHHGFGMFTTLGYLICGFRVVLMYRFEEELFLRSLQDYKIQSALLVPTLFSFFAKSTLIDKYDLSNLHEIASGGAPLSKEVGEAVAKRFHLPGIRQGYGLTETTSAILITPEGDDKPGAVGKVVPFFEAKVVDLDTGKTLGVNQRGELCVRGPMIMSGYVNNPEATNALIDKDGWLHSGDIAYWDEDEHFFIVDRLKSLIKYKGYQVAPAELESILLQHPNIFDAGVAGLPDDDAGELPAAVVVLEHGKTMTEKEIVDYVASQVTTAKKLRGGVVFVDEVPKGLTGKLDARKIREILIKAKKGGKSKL
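Biochemical qHTS of compounds, final roughly 60 µM downward over six points, against 10 nM purified firefly luciferase using Km concentrations of substrates (10 uM D-luciferin, 10 uM ATP) in Tris acetate pH 7.5 buffer; luminescence output.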
CXXC DNA block: qHTS Fluorescence Polarization Assay for Inhibitors of MLL CXXC domain - DNA interaction; Potency, µM (top dose mostly 115 µM), for the others: at the top dose activity change, negative = inhibition, most hits filed as inhibitors; MLL-CXXC / FITC-HOXA9 DNA fluorescence polarization; 290,000 compounds, 0.037% hits; AID 2662, 2010; active = well fitted inhibition curve with a large enough effect in the polarisation, with a control signal flat, not every such curve was filed as active; inconclusive = small, poorly fitted or top-dose-only effect, or effect the other way, or a change in a side signal; inactive = no such curve, though single readings can be large or run the other way; the % refers to the polarisation
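Fluorescence polarization: 7 uM MLL-CXXC (stock) preincubated 5 min with compounds, then 50 nM fluorescein-HOX-A9 DNA (stock) added; 30 min ambient. Buffer 50 mM Tris-HCl pH 7.5, 50 mM NaCl, 1 mM DTT, 0.05% BSA.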
Rab9 promoter act: qHTS Assay for Rab9 Promoter Activators. Huh7 Rab9 promoter-luciferase reporter, luminescence, 24 h. Potency, µM (series often up to 9.22 µM), inactives show at the highest dose activation, negative = inhibition, usual class: activators. 320,000 compounds, 2.8% hits. AID 485297, 2010; note: % of control where 0% means no effect; nearly all actives have a fitted effect of over 60% in size
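Cells were plated at 1500 per well in reduced-serum medium with 10% FBS and left 2 h. Compound in DMSO was then added for 24 h at 37 °C. Reporter signal was read by luminescence after 10 min with luciferase detection reagent.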
RORg inh: qHTS for inhibitors of ROR gamma transcriptional activity; Nuclear receptor ROR-gamma (Mus musculus), P51450; Drosophila S2 Gal4-RORgamma UAS-luciferase reporter, 20 h; Potency, µM (top dose mostly 53.6 µM), for the others: at the top dose activity change, negative = inhibition, most hits filed as inhibitors; 310,000 compounds, 5.4% hits; AID 2551, 2010; note: % is set by controls: 0 for no effect and ±100 for the full control effect; nearly all actives have a fitted effect of over 60% in size
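Schneider cells (Drosophila), stable Gal4 DBD–ROR gamma + UAS-luc; 1 hr cmpd preincubation; Cu2+ induction 700 uM final; 20 hr ambient; luminescence.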
p53 reactivation: qHTS assay for re-activators of p53 using a Luc reporter; 320,000 compounds, 0.063% hits; H1299 p53-A138V BP100-luciferase reporter, luminescence, 24 h; Potency, µM (highest dose often 92.2 µM), for the others: top-dose activity change, positive = activation, usual class: activators; note: % of control where 0% means no effect; nearly all actives have a fitted effect of over 45% in size
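H1299 (p53-null), stable ts p53-A138V + BP100-Luc; 1000 cells/well, Opti-MEM/10% FBS; cpd 4 pt, 1:5; 24 h, 37 deg C, 5% CO2; detection reagent 10 min RT; luminescence.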
VP16 counter: VP16 counterscreen qHTS for inhibitors of ROR gamma transcriptional activity. Potency, µM (series often up to 53.6 µM), inactives show top-dose activity, negative = inhibition, usual class: inhibitors. 310,000 compounds, 3.5% hits. Drosophila S2 Gal4-VP16 UAS-luciferase, luminescence, 20 h;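 note: Gal4-VP16 expression switched on by copper sulfate through the metallothionein promoter; % is set by controls: 0 for no effect and ±100 for the full control effect; nearly all actives have a fitted effect of over 50% in size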
NPC1 promoter act: qHTS Assay for NPC1 Promoter Activators; AID 485313, 2010; Huh7 NPC1 promoter luciferase reporter, 24 h; Potency, µM (titrated, usually from 9.22 µM), without a hit: at the top dose activation, most hits filed as activators; 320,000 compounds, 2.4% hits;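 note: % of control where 0% means no effect; nearly all actives have a fitted effect of over 60% in size; reporter is driven by a mutant NPC1 promoter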
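Luciferase expression driven by the NPC1 promoter was measured in stably transfected Huh7 cells after a 24 h compound incubation, using a luciferase reagent and a luminescence read.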
ELG1 genotox: qHTS screen for small molecules that induce genotoxicity in human embryonic kidney (HEK293T) cells expressing luciferase-tagged ELG1. HEK293T ELG1-luciferase reporter, luminescence, 16 h. Potency, µM (top dose mostly 46 µM), for inactives: at the highest dose activity change, positive = activation, hits mostly activators. 330,000 compounds, 1.3% hits; note: % of control where 0% means no effect; nearly all actives have a fitted effect of over 60% in size
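HEK293T cells expressing luciferase-tagged ELG1 were treated with compound or DMSO for 16 hr at 37°C. Luciferase activity was then read after 30 min with ONE-Glo at room temperature; rising signal flags genetic stress.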
MBNL1-CUG inh: qHTS Assay for Inhibitors of MBNL1-poly(CUG) RNA binding; Muscleblind-like protein 1 (Homo sapiens), Q9NR56; TR-FRET MBNL1-His/biotin-(CUG)12 binding, 665/545 ratio; Potency, µM (doses to about 57.5 µM), for the others: at the top dose activity change, negative = inhibition, usual class: inhibitors; 280,000 compounds, 0.036% hits; AID 2675, 2010; active = well fitted inhibition curve with a large enough effect in the signal ratio, with a control signal flat, not every such curve was filed as active; inconclusive = small, poorly fitted or top-dose-only effect, or effect the other way, or a change in a side signal; inactive = no such curve, though single readings can be large or run the other way; the % refers to the signal ratio; note: % is set by controls: 0 for no effect and ±100 for the full control effect
Target sequence (Q9NR56 whole entry, looked up): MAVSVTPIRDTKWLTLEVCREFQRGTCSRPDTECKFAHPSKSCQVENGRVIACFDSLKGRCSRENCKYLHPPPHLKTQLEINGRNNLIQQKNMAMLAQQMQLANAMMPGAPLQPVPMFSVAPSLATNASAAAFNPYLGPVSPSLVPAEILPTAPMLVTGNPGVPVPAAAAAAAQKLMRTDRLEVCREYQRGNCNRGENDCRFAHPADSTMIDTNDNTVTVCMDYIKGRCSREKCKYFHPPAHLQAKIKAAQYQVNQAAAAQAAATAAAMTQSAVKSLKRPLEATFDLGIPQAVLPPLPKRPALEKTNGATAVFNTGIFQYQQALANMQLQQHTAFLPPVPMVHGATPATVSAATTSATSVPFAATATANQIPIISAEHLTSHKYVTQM
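Compounds (final 92 nM to 58 uM) are added to His-tagged MBNL1 and biotin-(CUG)12, then terbium anti-His antibody and streptavidin-XL665 (5 nM final). After 60 min at room temperature, the 665/545 nm ratio is read.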
uPA surface inh: qHTS for Inhibitors of Cell Surface uPA Generation | cell surface uPA generation assay, qHTS | Potency, µM (doses to about 38.3 µM), for inactives: at the top dose activity change, negative = inhibition, usual class: inhibitors | 330,000 compounds, 0.31% hits; active = well fitted inhibition curve with a large enough effect; inconclusive = small, poorly fitted or top-dose-only effect; inactive = no such curve, though single readings can be large or run the other way; tested in mouse RAW 264.7 cells; note: % is set by controls: 0 for no effect and ±100 for the full control effect; nearly all actives have a fitted effect of over 55% in size
BRCA1 expr up: qHTS Assay to Identify Small Molecule Activators of BRCA1 Expression; MCF7-BRCA1-FFLuc reporter, luminescence, 48 h; response scale: scaled: vehicle 0%, 10 µM genistein 100%; Potency, µM (highest dose often 46.1 µM), for inactives: top-dose activation, actives largely listed as activators; 380,000 compounds, 1.1% hits; note: nearly all actives have a fitted effect of over 80% in size; some results filed as inactive show a strong effect at the top dose
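MCF7-BRCA1-FFLuc cells, 2000/well in phenol-red-free MEM, attached 2 h then treated 48 h at 37 C. Luciferase luminescence read 15 min after reagent; normalized to genistein maximum activation (10microM) and DMSO, concentration-response fitted.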
Active calls of the source: *; ? = inconclusive; nt = no result given; [ ] = dose if it differs, or a comment. Unless noted, calls come from the whole dose curve; as a rule, active = well fitted curve in the direction sought with a large enough effect; inconclusive = small, poorly fitted or top-dose-only effect, or another doubt; inactive = no such curve, though single readings can be large; an effect the other way counts as inactive or inconclusive. Potency is the fitted concentration of half-maximal effect.

SMILES	FLuc counter	CXXC DNA block	Rab9 promoter act	RORg inh	p53 reactivation	VP16 counter	NPC1 promoter act	ELG1 genotox	MBNL1-CUG inh	uPA surface inh	BRCA1 expr up
Cn1cc(C(=O)NC2CCCCCCC2)c(=O)c2cc(S(=O)(=O)N3CCCC3)ccc21	-0.2%	0.8%	-11.4%	-17.6%	6.8%	4.0%	-9.3%	1.4%	-10.0%	-0.1%	-6.9%
CCCCCN(C(=O)CCC(=O)OC(C)C(=O)NC1CCCCC1)c1c(N)n(CCCC)c(=O)[nH]c1=O (configuration not stated)	3.0%	nt	-4.7%	nt	5.8%	nt	-0.8%	-1.8%	nt	4.0%	-18.3%
O=Cc1cn(CCC(=O)O)nc1-c1cccc2ccccc12	-1.3%	5.4%	-4.8%	3.16µM*	-3.4%	11.2µM*	-2.4%	2.2%	0.1%	2.3%	-19.6%
CCCSc1nnc(NC(=O)c2ccco2)s1	?	-2.7%	?	4.1%	19.9%	6.6%	29.4%	?	-14.5%	-6.3%	?
CCOC(=O)c1cnn(-c2ncnc3sc(CC)cc23)c1N	13.5µM*	11.9%	2.8%	20.3%	7.8%	16.9%	-2.9%	3.9%	0.3%	1.0%	-25.5%
CCOC(=O)N1CCN(CC(=O)Nc2c(C(=O)OC)[nH]c3cc(C)ccc23)CC1	0.2%	-9.7%	-2.3%	36.4%	-5.1%	-11.1%	1.4%	-4.9%	18.5%	-1.2%	-52.0%
CCOCCCN(Cc1ccco1)S(=O)(=O)c1csc(C(N)=O)c1	3.2%	-4.4%	-0.1%	37.1%	8.0%	3.1%	0.4%	0.1%	-12.1%	-13.0%	-19.0%
O=C(CC1COc2ccccc2O1)NCc1ccccc1 (configuration not stated)	-4.3%	-7.1%	-0.5%	?	10.3%	-13.3%	1.4%	4.3%	-2.1%	nt	-10.9%
Cc1nn(C)c(Oc2ccccc2)c1CCNC(=O)CCl	-3.4%	35.8%[activator]	-3.9%	1.0%	-3.9%	?	-7.6%	-5.6%	-5.4%	-27.8%	-3.3%
O=S1(=O)N=C(Oc2cccc3ccccc23)c2ccccc21	-1.3%	4.8%	1.0%	31.9%	-3.2%	-16.3%	-4.6%	0.9%	6.4%	-6.5%	-17.1%
COc1ccccc1NC(=O)Cn1c(=O)c(N(C)C)c(N)n(C)c1=O	-0.2%	-0.9%	-3.5%	-3.1%	-0.4%	18.0%	0.7%	0.5%	?	nt	9.5%
Cc1cc(C(=O)NCCc2ccccc2)c2cc(F)ccc2n1	-1.4%	-0.4%	1.0%	?	12.7%	26.0%	1.5%	-1.6%	1.3%	6.3%	-30.1%
CN(CC(=O)Nc1cccc(F)c1)C(=O)c1sccc1-c1ccccc1	3.1%	nt	-6.6%	nt	-3.6%	nt	-4.2%	-1.0%	nt	-2.3%	-31.3%
CCNC(=O)COC(=O)c1sccc1C	-1.6%	15.3%	4.7%	10.6%	2.1%	-4.8%	0.0%	5.4%	0.9%	1.1%	3.6%
O=[N+]([O-])c1cc2c(cc1CN1CCN(c3ccccc3F)CC1)OCO2	3.7%	-12.8%	4.6%	-2.9%	nt	-5.3%	1.7%	-2.8%	?	22.7%	5.0%
O=c1c(C(c2nnnn2C2CCCCC2)N2CCCCC2)coc2ccc(Cl)cc12 (configuration not stated)	5.4%	-6.1%	-10.1%	-7.7%	0.9%	-3.6%	-2.0%	1.2%	-4.9%	1.8%	6.8%
O=C(CN1C(=O)NC2(CCCC2)C1=O)Nc1nc2ccccc2s1	?	nt	2.0%	nt	5.6%	nt	11.4%	20.7%	nt	-1.1%	-30.9%
CC(=O)Nc1ccc(S(=O)(=O)NCC(=O)OCC(=O)N2CCCCCC2)cc1	1.1%	nt	-1.9%	nt	9.9%	nt	-0.2%	0.3%	nt	7.6%	4.9%
CC1(C)OC(C)(C)/C(=C\c2ccc(OCC(N)=O)cc2)C1=O	-9.3%	nt	-5.9%	nt	6.3%	nt	-4.2%	2.1%	nt	-23.8%	-14.6%
Cc1cc(NC(=O)c2ccc3c(c2)OCO3)no1	10.7µM*	6.1%	1.58µM*	?	?	?	2.51µM*	?	-5.2%	-6.3%	?
CCCn1nc(-c2ccccc2)c2nc3ccccc3nc21	1.9%	?	-3.1%	-14.2%	11.7%	3.1%	-3.2%	-2.2%	-4.1%	10.4%	0.0%
O=C(N/N=C/c1ccccc1Cl)c1ccncc1	?	-6.8%	9.6%	0.4%	4.6%	2.0%	-0.2%	1.1%	3.3%	9.2%	-3.8%
O=C(CCCN=C1NS(=O)(=O)c2ccccc21)OCC(=O)c1ccc(Br)cc1	-22.5%	-1.6%	-3.6%	6.0%	28.8%	-2.5%	2.3%	1.9%	-7.0%	-4.5%	6.7%
CCN1CCN(C(=S)Nc2ccc(Cl)c(Cl)c2)CC1	-13.2%	17.8%	-1.7%	-18.1%	-4.8%	-2.2%	-0.7%	-3.5%	-3.1%	-10.1%	-15.2%
COc1ccc(NC2CCCN(C(=O)C3(C)CCCCC3)C2)cc1OC (configuration not stated)	1.7%	1.1%	-3.8%	-0.9%	11.5%	2.6%	2.4%	-4.6%	11.8%	2.1%	-26.3%

Two compounds from above, limited to RORg inh, p53 reactivation and VP16 counter.
smiles | RORg inh | p53 reactivation | VP16 counter
O=S1(=O)N=C(Oc2cccc3ccccc23)c2ccccc21 | 31.9% | -3.2% | -16.3%
COc1ccccc1NC(=O)Cn1c(=O)c(N(C)C)c(N)n(C)c1=O | -3.1% | -0.4% | 18.0%

Continued.
SMILES	FLuc counter	CXXC DNA block	Rab9 promoter act	RORg inh	p53 reactivation	VP16 counter	NPC1 promoter act	ELG1 genotox	MBNL1-CUG inh	uPA surface inh	BRCA1 expr up
O=C(Nc1ccccc1C(=O)O)c1cc(S(=O)(=O)N2CCOCC2)c(Br)s1	?	14.6%	3.5%	-40.7%	7.7%	16.5%	3.2%	1.1%	46.6%[activator]	2.1%	-11.8%
CCN1CCN(c2oc(-c3ccc([N+](=O)[O-])cc3)nc2C#N)CC1	2.7%	5.3%	-5.7%	-5.4%	-3.1%	2.2%	-0.9%	0.4%	?	-1.6%	-11.9%
CCCCN(C(=O)C1CSC2(C)CCC(=O)N12)c1c(N)n(Cc2ccccc2)c(=O)[nH]c1=O (configuration not stated)	6.8%	nt	-5.7%	nt	-5.7%	nt	-5.5%	0.0%	nt	0.6%	-18.5%
Cc1cc(F)ccc1Oc1cc(NN2CCCCC2)c([N+](=O)[O-])cc1[N+](=O)[O-]	0.2%	2.6%	1.1%	-6.5%	8.4%	-2.7%	-8.3%	-1.5%	-0.9%	4.5%	4.5%
Cc1ccc(S(=O)(=O)N2CCN(S(=O)(=O)N3CCCCC3)CC2)cc1	3.6%	14.1%	-5.3%	31.4%	5.1%	-7.4%	-0.8%	-0.6%	-4.8%	-2.6%	0.0%
CC(=O)CC(c1ccccc1)S(=O)(=O)c1ccc([N+](=O)[O-])cc1 (configuration not stated)	0.3%	?	-0.7%	-16.4%	1.9%	3.7%	-0.6%	0.0%	?	-0.1%	4.3%
COc1ccc(CCn2c(-c3ccc(C(C)(C)C)cc3)n[nH]c2=S)cc1OC	-10.2%	-3.7%	-9.1%	3.16µM*	15.4%	-18.4%	-4.0%	-3.4%	-1.6%	-3.8%	21.1%
CCn1c(C(O)c2cc(OC)c(OC)c(OC)c2)nc2ccccc21 (configuration not stated)	-1.2%	-1.4%	-2.5%	?	nt	?	-2.1%	-3.4%	-5.8%	-0.5%	-11.8%
O=C(CCCN1C(=O)/C(=C/c2ccccc2Cl)SC1=S)NNC(=O)c1ccncc1	15.1µM*	-13.6%	-13.6%	?	-6.2%	10µM*	-13.2%	-9.3%	?	-0.2%	0.0%
CC1=NN(C(=O)COc2ccccc2)C(O)(c2ccccc2)C1 (configuration not stated)	-0.8%	-15.1%	-0.3%	6.31µM*	-3.6%	10µM*	0.6%	-0.6%	nt	2.3%	-18.8%
CC(=O)Nc1ccccc1-c1nc2ccc(C(=O)N3CCN(c4cccc(C)c4)C(C)C3)cc2[nH]c1=O (configuration not stated)	-2.2%	12.5%	4.5%	2.8%	-6.3%	11.3%	-1.7%	-11.0%	?	9.8%	-18.5%

The list is partial (hit frequency here may not be typical).
